# Assay outcomes from PubChem.
# EP2 modulator: EP2 receptor (human) modulation. P43116. AID 940. 0.83% of 260,000 active. EP2-expressing cells, cAMP HTRF FRET, PGE2 co-stimulation. induction, % at 25 µM;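 active = compounds whose cAMP rise, as percent of the full-agonist control response, exceeds 60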;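 also: rat C6 glioma line stably carrying human EP2 under a CMV promoter; the protocol text gives 20 µM as final concentration; 100% = response of wells given 1 µM PGE2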
# RBBP9 inh: human RBBP9 hydrolase inhibition. O75884. recombinant RBBP9, FP-Rh probe fluorescence polarization. inhibition, % at 7.94 µM. 0.2% of 220,000 active;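 active = inhibition above the campaign mean of all tested compounds plus 3 SD, cut at about 14% in these data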;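 also: plate controls were DMSO wells with RBBP9 for no effect and wells lacking RBBP9 protein for full effect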
# Target sequence (O75884 whole entry, looked up): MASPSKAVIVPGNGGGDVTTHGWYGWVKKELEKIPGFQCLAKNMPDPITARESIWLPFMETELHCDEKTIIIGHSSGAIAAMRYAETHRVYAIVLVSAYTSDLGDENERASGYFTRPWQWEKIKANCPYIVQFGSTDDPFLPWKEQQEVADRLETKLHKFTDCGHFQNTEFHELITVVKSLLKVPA
#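 System: RBBP9 protein | Quantity: 2.5 µM RBBP9 dispensing solution, before mixing | Reagent: FP-Rh probe, 375 nM dispensing solution | Timing: Enzyme-compound preincubation 30 min, then probe labeling 45 min, 25 °C | Measured by: Fluorescence polarization | Read-out: % inhibition | Replication: One well per compound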
# Runt-SMMHC FRET: Runt domain-CBFb-SMMHC interaction inhibition; Q01196+Q13951; Cerulean-Runt/Venus-CBFb-SMMHC FRET ratio 530/480, 1 h; 0.74% of 220,000 active; inhibition, % at 20 µM;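 active = mean inhibition across duplicate retests at 20 µM reaching about 50%, limit read from the data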;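 also: 0% = DMSO wells and 100% = wells with excess untagged CBFb-SMMHC; inhibitors lower the FRET ratio by blocking Runt binding to CBFb-SMMHC; some results filed as inactive read as strong as hits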
# L929 necroptosis: L929 zVAD cell death inhibition; L929 zVAD necroptosis rescue, ATP luminescence, 24 h; with zVAD 60 µM; AID 1377; 0.38% of 220,000 active; viability rescue, % at 10 µM;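 active = activation, scaled between plate controls, above about 75%, limit read from the data; inactive = activation under that limit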;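 also: 0% = zVAD with DMSO and 100% = DMSO alone without zVAD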
# PERK inh: human PERK inhibition, primary cell-based screen | Q9NZJ5 | CHO PERK-DD fusion, SEAP luminescence translation reporter | AID 1416 | 0.17% of 220,000 active | inhibition, % at 5.6 µM;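 active = inhibition above the mean inhibition of all tested compounds plus 3 SD, set separately per screening campaign, cut at about 2.9% in these data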;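 also: PERK kinase domain activated by AP20187 dimerizer at 100 nM; 0% = DMSO with dimerizer and 100% = rapamycin at 8.4 µM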
# PGE2 EP2 inh: EP2 receptor (human) inhibition. AID 1422. C6 glioma cells expressing human EP2, cAMP TR-FRET; cells stimulated with saturating PGE2. 0.52% of 260,000 active. P43116. inhibition, % at 25 µM;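 active = percent inhibition above 40 after rounding to a whole number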;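 also: rat C6 glioma host cells with rolipram phosphodiesterase inhibitor present; the protocol text gives 20 µM as final concentration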
# Hck Nef HTS: human Hck-Nef kinase inhibition. Recombinant Hck-YEEI plus Nef, Z-Lyte FRET kinase assay. inhibition, % at 20 µM. 0.68% of 220,000 active. AID 463187;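 active = Hck-Nef kinase inhibition above about 50%, limit read from the data; inactive = inhibition below that limit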;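 also: 0% = DMSO with Hck plus Nef and 100% = Hck alone without Nef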
# Target sequence (P08631 whole entry, looked up): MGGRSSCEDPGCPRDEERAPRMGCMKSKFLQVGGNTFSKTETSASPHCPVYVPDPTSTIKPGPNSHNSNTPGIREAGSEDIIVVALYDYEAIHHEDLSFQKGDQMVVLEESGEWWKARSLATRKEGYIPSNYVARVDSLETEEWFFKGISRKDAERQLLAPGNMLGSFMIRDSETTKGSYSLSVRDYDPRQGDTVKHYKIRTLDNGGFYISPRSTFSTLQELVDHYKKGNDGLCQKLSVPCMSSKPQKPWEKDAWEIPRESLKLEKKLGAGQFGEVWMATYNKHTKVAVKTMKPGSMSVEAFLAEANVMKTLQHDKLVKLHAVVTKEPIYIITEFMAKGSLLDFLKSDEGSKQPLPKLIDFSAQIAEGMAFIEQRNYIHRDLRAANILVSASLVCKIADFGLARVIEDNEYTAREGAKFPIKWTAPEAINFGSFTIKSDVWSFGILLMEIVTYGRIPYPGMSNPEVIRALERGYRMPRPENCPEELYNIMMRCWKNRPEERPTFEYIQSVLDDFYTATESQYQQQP
# TNF death inh: inhibitors of TNF-alpha induced necroptosis in Jurkat FADD-/- cells | activation (protection from cell death), % at 10 µM | AID 463075 | 0.068% of 220,000 active | Jurkat FADD-/- TNF necroptosis rescue, ATP luminescence, 24 h; 0 = TNF only, 100 = no-TNF cells;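 active = activation, meaning protection from cell death, of at least 50% relative to plate controls; inactive = activation below 50%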;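 also: necroptosis triggered by 40 ng/mL TNF-alpha added together with compound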
# Runt-CBFb FRET: Runt domain-CBFb interaction inhibition. AID 1496. inhibition, % at 20 µM. Q01196+Q13951. 0.46% of 220,000 active. Cerulean-Runt/Venus-CBFb FRET ratio 530/480, 1 h;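 active = inhibition over about 50% at 20 µM in the single-dose screen, limit read from the data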;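 also: 0% = DMSO wells and 100% = excess unlabeled CBFb competitor control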
#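 Doses: 20 µM compound in 1% DMSO | Material: Cerulean-labeled Runt domain protein | Amount: Each fluorescent fusion protein 100 nM | Schedule: Two 1 h room-temperature incubations shielded from light | Measured by: FRET fluorescence | Evaluation: Loss of energy transfer signal | Controls: Unlabeled CBFb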
# * hit, by the source's call; . = no result given; & = joins results of further samples. The list is partial; rates above refer to the full screens.
SMILES,EP2 modulator,RBBP9 inh,Runt-SMMHC FRET,L929 necroptosis,PERK inh,PGE2 EP2 inh,Hck Nef HTS,TNF death inh,Runt-CBFb FRET
Cc1ccc(C(=O)CSc2nnc(-c3cccs3)n2C)o1,9,-7,0,0.0,-1.1,14,0,-0.2,2
O=Cc1ccc(-c2ccc([N+](=O)[O-])cc2Cl)o1,-16,-9,-2,1.7,0.3,4,28,-0.2,19
Cc1ccc(S(=O)(=O)N2CCCCC2)cc1NC(=O)Nc1ccc(Cl)cc1Cl,-38,5,-1,2.5,1.3,7,-1,0.2,2
CCOc1ccc(CCN2C(=O)C(=O)N([C@H](CCCN(C)Cc3ccccc3)CNCc3ccccc3)C[C@@H]2C(C)C)cc1,21,.,0,2.0,.,-2,2,-9.7,1
COc1ccc(-c2csc(N3C(=O)C4C5c6ccccc6C(c6ccccc65)C4C3=O)n2)cc1 (stereo not drawn),21,-12,6,0.1,0.1,5,-1,1.1,3
CCCN(CCC)CCCNC(=O)CN1C(=O)CSc2ccc(S(=O)(=O)N3CCOCC3)cc21,-13,-5,2,-0.4,-0.3,3,17,0.3,2
Cc1nc2ccccc2cc1C(=O)NCc1ccco1,16,-8,0,-0.2,0.7,11,-1,-1.4,2
COC(=O)c1ccc(NC(=S)NN2CCCCC2c2cccnc2)cc1 (stereo not drawn),-8,0,-7,-0.2,1.1,8,6,2.7,0
COc1ccc(C2CC(c3ccccc3OC(C)=O)=NN2C(C)=O)cc1 (stereo not drawn),17,-3,4,0.1,0.3,10,23,8.1,1
CCCn1c(SCC(=O)Nc2sc(C)c(C)c2C(=O)OC)nc2c1c(=O)n(C)c(=O)n2C,24,.,3,.,.,11,.,.,-1
Cc1c(C)n(CC(O)CNc2ccccc2)c2ccccc12 (stereo not drawn),25,-5,-2,0.9,0.8,2,17,1.8,1
CCCC(=O)NNC(=O)Nc1ccccc1,7,-8,2,-0.2,-0.4,5,0,-2.1,.
Cc1nnc(SCC(=O)Nc2nccs2)s1,-7,-11,-1,2.7,-0.5,6,0,3.5,0
COc1ccc(NC(=O)CSc2nc3ccccc3c(=O)n2CCCN2CCOCC2)c(OC)c1,-11,-7,-1,-0.5,-1.3,2,25,3.5,-3
CCN(CC)CCN(C)c1ccc(N2C(=O)C3CC=CCC3C2=O)cc1[N+](=O)[O-] (stereo not drawn),-37,-2,-6,5.1,1.6,4,21,1.3,-2
Cc1ccccc1S(=O)(=O)Cc1ccc(C(=O)O)o1,2,-10,-5,-0.3,-0.4,7,-2,0.1,2
Cc1ccc(C)c(NNC(=O)C(=O)NNc2cc(C)ccc2C)c1,-3,-9,4,-1.2,-0.3,13,-8,-0.7,-1
N#C/C(=C/c1cccc(C(F)(F)F)c1)c1nc(CCN2C(=O)c3ccccc3C2=O)cs1,33,-11,-3,-0.2,1.8,8,5,-7.2,-4
CCc1cc(-c2[nH]ncc2-c2ccc3c(c2)OCO3)c(O)cc1O,28,-4,-6,67,1.2,.,65*,-5.2,1
CCOC(=O)C1CCCN(C(=O)c2ccc(OCC)cc2)C1 (stereo not drawn),13,-7,1,1.3,0.9,14,-10,1.4,0
COc1cc2[nH]c(=S)n(CCCN3CCOCC3)c(=O)c2cc1OC,-25,0,-6,-0.1,-0.8,12,1,-1.0,1
CN(C)c1ccnc2sc(C(N)=O)c(N)c12,5,-1,-3,63,-0.5,0,4,3.4,6
O=C(O)c1cccc(CN2C(=O)CSC2=O)c1,0,-12,1,0.2,0.2,4,-2,-0.1,0
CC(N)(C(=O)O)c1cccc(OCc2cccc(Cl)c2)c1 (stereo not drawn),13,9,-1,0.6,1.3,7,13,3.1,-1
N#Cc1ccc(CSc2nnc(-c3cccnc3)o2)cc1,6,-6,-1,12,-0.8,18,13,4.3,0
COc1ccc(NC(=O)CCNC(C)=O)cc1NS(=O)(=O)c1ccc(F)cc1,3,1,9,0.2,-0.1,7,0,0.9,2
COc1cc2c(cc1OC)CN(Cc1cc(=O)n3c(-c4ccccc4)csc3n1)CC2,7,-9,12,1.6,0.8,6,-20,0.2,12
CCC(=O)NC(=S)Nc1cccc(NC(=O)c2ccco2)c1,-54,-3,-3,-0.1,0.7,3,20,0.8,4
Cc1ccc(NC(=O)N2CCCC2C(=O)Nc2ccc(-n3cnnn3)c(C)c2)cc1 (stereo not drawn),-21&21,-5,1,-0.6,0.2,11&15,-22,-1.4,-3
Cc1ccc(/C=C/C(=O)c2cc(Br)ccc2OC(=O)c2ccco2)cc1,35,-9,1,0.2,0.8,14,-1,-20,1
CCOc1cc(CNCc2ccccn2)ccc1OCC(=O)NC(C)(C)C,4,-11,3,0.8,-0.1,9,3,-1.6,-1
CC(C)(C)c1ccc(C(=O)CSc2ncn[nH]2)cc1,2,-6,-4,0.3,0.1,6,0,0.0,6
CCOc1ccc(C2CC(=O)NC(SC)=C2C#N)cc1 (stereo not drawn),-22,-5,3,1.2,0.9,11,0,7.9,2
O=C(NCc1ccco1)c1cnn2c(C(F)F)cc(-c3ccccc3)nc12,24,-3,21,0.0,0.6,11,4,-2.1,6
O=C(Nc1ccc(F)cc1F)c1csc(-c2ccccc2)n1,24,-8,0,0.0,0.4,11,6,-0.9,0
Cc1ccc(NC(=O)CCC(=O)NNC(=O)NC23CC4CC(CC(C4)C2)C3)cc1C,0,-8,-3,1.9,1.0,10,2,0.9,-4
CCOC(=O)N1CCN(Cc2nc3c(c(=O)[nH]c(=O)n3C)n2CCCc2ccccc2)CC1,13,-5,0,-0.1,-0.9,8,2,-4.9,-4
O=C(COC(=O)c1cccc2ccccc12)Nc1cccnc1Cl,-3,-9,-4,1.2,0.5,9,1,1.9,1
O=C(NNC(=O)C1CCN(Cc2ccccc2)CC1)c1cccc(Cl)c1,-6,-8,1,0.0,-0.8,13,1,-2.9,1
COc1ccc(C2CC(=O)c3cnc(NC(=O)c4cc(OC)cc(OC)c4)nc3C2)cc1 (stereo not drawn),11,7,-2,-0.1,-1.1,2,1,-1.4,-3
CCOC(=O)c1c(NC(=O)C2C3C=CC(CC3)C2C(=O)O)sc(C)c1C (stereo not drawn),22,-13,-3,-0.3,-0.6,19,2,-0.1,0
CNc1cc(N2CCN(S(=O)(=O)N(C)C)CC2)ccc1[N+](=O)[O-],-3,3,-6,4.1,-0.7,8,10,0.2,-2
CCCc1cc(=O)[nH]c(SCc2ccccc2Cl)n1,45,2,1,3.3,0.1,2,-16,0.5,-1
Cc1c2ccccc2nc2c(F)c(NC(C)C)c(F)c(F)c12,-47,-6,-23,0.0,-0.9,12,0,0.6,0
O=C(Cc1ccc(Cl)cc1)Nc1cccc2ncccc12,3,-23,2,0.3,1.4,6,22,0.5,-2
CN(C)c1ccc(C(=O)n2nnc3ccccc32)cc1,-11,-2,23,0.8,-1.4,.,-2,-10,26
COc1cccc(NC(=O)Cn2c(=O)n(CCC(=O)NCc3ccco3)c(=O)c3ccccc32)c1,-1,-7,-3,6.2,0.1,12,28,0.8,0
Cc1cccc2c(C(=O)O)cc(-c3cccnc3)nc12,2,-5,-2,2.3,0.9,7,22,-0.6,0
CCOC(=O)N1CCN(C(c2ccc(C)cc2)c2sc3nc(C)nn3c2O)CC1 (stereo not drawn),11,.,0,-0.1,.,12,33,1.1,-1
CCn1c(C)nc2cc(-c3nnc(-c4c(-c5ccccc5)noc4C)o3)ccc21,-24,-9,0,-0.1,-1.8,5,-1,-2.4,1
CCOc1c(Nc2ccccc2O)c(=O)c1=O,2,-4,1,1.4,0.3,9,12,0.7,1
CCOc1ccc(-n2c(SCC(N)=O)nc3c([nH]c4ccccc43)c2=O)cc1,46,6,0,11,-0.1,11,3,-4.1,4
COC(=O)c1cn(NC(=O)Cc2ccccc2OC)c(=O)c2ccccc12,-12,4,2,-0.1,-0.2,7,19,-0.4,-1
O=c1c(/C=N/N2CCOCC2)c(C(F)(F)F)[nH]n1-c1ccccc1,17,-3,-5,2.5,0.0,-3,5,0.3,-1
CC(=O)NC(Cc1ccccc1C)C(=O)NC1CCN(c2ncccc2[N+](=O)[O-])CC1 (stereo not drawn),13,-5,-5,0.9,0.1,2,1,0.9,0
CCN1CC(CN(C)Cc2nc(-c3cccs3)no2)CC1=O (stereo not drawn),-5,2,-6,0.3,1.4,4,-2,0.1,2
COc1cc(NS(=O)(=O)c2ccc(NC(=S)NC(=O)c3ccco3)cc2)nc(OC)n1,-17,1,-2,0.6,0.4,21,26,1.9,10
CCC(c1nnnn1CCOC)N1CCN(Cc2ccccc2)CC1 (stereo not drawn),11,-1,-5,0.6,1.2,11,3,0.5,-1

# Another view of part of the listing above.
mol	EP2 modulator	RBBP9 inh	Runt-SMMHC FRET	L929 necroptosis	PERK inh	PGE2 EP2 inh	Hck Nef HTS	TNF death inh	Runt-CBFb FRET
O=c1c(/C=N/N2CCOCC2)c(C(F)(F)F)[nH]n1-c1ccccc1	17	-3	-5	2.5	0.0	-3	5	0.3	-1
CC(=O)NC(Cc1ccccc1C)C(=O)NC1CCN(c2ncccc2[N+](=O)[O-])CC1 (stereo not drawn)	13	-5	-5	0.9	0.1	2	1	0.9	0

# Of the compounds above, 8 contain an aryl thioether with sulfur outside any ring:
SMILES,EP2 modulator,RBBP9 inh,Runt-SMMHC FRET,L929 necroptosis,PERK inh,PGE2 EP2 inh,Hck Nef HTS,TNF death inh,Runt-CBFb FRET
Cc1ccc(C(=O)CSc2nnc(-c3cccs3)n2C)o1,9,-7,0,0.0,-1.1,14,0,-0.2,2
CCCn1c(SCC(=O)Nc2sc(C)c(C)c2C(=O)OC)nc2c1c(=O)n(C)c(=O)n2C,24,.,3,.,.,11,.,.,-1
Cc1nnc(SCC(=O)Nc2nccs2)s1,-7,-11,-1,2.7,-0.5,6,0,3.5,0
COc1ccc(NC(=O)CSc2nc3ccccc3c(=O)n2CCCN2CCOCC2)c(OC)c1,-11,-7,-1,-0.5,-1.3,2,25,3.5,-3
N#Cc1ccc(CSc2nnc(-c3cccnc3)o2)cc1,6,-6,-1,12,-0.8,18,13,4.3,0
CC(C)(C)c1ccc(C(=O)CSc2ncn[nH]2)cc1,2,-6,-4,0.3,0.1,6,0,0.0,6
CCCc1cc(=O)[nH]c(SCc2ccccc2Cl)n1,45,2,1,3.3,0.1,2,-16,0.5,-1
CCOc1ccc(-n2c(SCC(N)=O)nc3c([nH]c4ccccc43)c2=O)cc1,46,6,0,11,-0.1,11,3,-4.1,4
